DT40 TDP1 CPT – DT40-hTDP1 cell growth loss with CPT | chicken DT40 Tdp1-/-;hTDP1 cells + 20 nM CPT, ATP luminescence, 48 h | Potency, µM (titrated, usually from 46.2 µM), inactives show at the highest dose activity change, negative = growth inhibition, hits mostly inhibitors | hit rate 12% among 420,000 | AID 686979; note: nearly all actives have a fitted effect of over 55% in size
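Chicken DT40 Tdp1-/- cells stably complemented with human TDP1 were seeded at 400 cells/well in medium containing 20 nM camptothecin, exposed to pin-transferred compounds, and grown at 37 °C for at least 48 hr. Viability was read as ATP luminescence.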
TDP1 inh – blocks human tyrosyl-DNA phosphodiesterase 1 | Q9NUW8 | recombinant TDP1, AlphaScreen DNA substrate cleavage | AID 485290 | hit rate 0.28% among 350,000 | Potency, µM (highest dose often 130 µM), without a hit: at the top dose activity change, negative = inhibition, actives largely listed as inhibitors; note: nearly all actives have a fitted effect of over 40% in size
Target sequence (Q9NUW8 whole entry, looked up): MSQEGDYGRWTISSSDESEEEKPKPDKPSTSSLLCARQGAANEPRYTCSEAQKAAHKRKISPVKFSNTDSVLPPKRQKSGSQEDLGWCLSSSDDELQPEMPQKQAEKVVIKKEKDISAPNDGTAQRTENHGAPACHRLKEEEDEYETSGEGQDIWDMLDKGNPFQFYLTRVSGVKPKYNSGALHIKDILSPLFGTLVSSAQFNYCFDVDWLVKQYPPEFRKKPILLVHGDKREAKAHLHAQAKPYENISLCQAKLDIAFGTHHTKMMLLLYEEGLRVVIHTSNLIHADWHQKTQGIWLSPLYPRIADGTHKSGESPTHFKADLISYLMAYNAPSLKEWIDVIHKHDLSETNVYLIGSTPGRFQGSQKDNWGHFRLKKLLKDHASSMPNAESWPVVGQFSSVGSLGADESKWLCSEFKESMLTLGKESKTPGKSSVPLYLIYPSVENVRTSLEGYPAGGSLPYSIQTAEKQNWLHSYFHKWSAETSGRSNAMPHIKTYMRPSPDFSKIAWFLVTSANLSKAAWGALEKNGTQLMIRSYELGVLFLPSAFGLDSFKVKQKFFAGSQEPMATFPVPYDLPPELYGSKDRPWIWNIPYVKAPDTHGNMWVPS
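Enzyme-compound mixtures sat 15 min at room temperature, followed by a 5 min reaction with 15 nM final substrate and 10 min with AlphaScreen beads. Recombinant human Tdp1 was used at 1 nM final.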
TDP1 cell noCPT – qHTS for Inhibitors of human tyrosyl-DNA phosphodiesterase 1 (TDP1): qHTS in cells in absence of CPT | DT40 Tdp1-/- hTDP1 cells, no CPT, ATP luminescence, 48 h | Potency, µM (top dose mostly 46.2 µM), without a hit: top-dose activity change, negative = growth inhibition, usual class: inhibitors | hit rate 15% among 420,000; note: nearly all actives have a fitted effect of over 55% in size
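Compound effects on proliferation are scored in DT40 Tdp1-/-;hTDP1 cells in the absence of CPT. ATP levels (CellTiter-Glo luminescence) are recorded after a ≥48 hr, 37 °C incubation.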
An asterisk follows results filed as active; ? = inconclusive; nt = no result given; & = joins results of further samples; ! = not active in a repeat; [ ] = remark or other dose. Calls come from the whole dose curve; as a rule, active = well fitted curve in the direction sought with a large enough effect; inconclusive = small, poorly fitted or top-dose-only effect, or another doubt; inactive = no such curve, though single readings can be large; an effect the other way counts as inactive or inconclusive. % is set by controls: 0 for no effect and ±100 for the full control effect; potency is the fitted concentration of half-maximal effect. No enrichment for hits; 18% or so of the library scored in one or more.

SMILES	DT40 TDP1 CPT	TDP1 inh	TDP1 cell noCPT
COc1ccc(C2Nc3ccccc3NC3=C2C(=O)CC(C)(C)C3)c(OC)c1OC (configuration not stated)	29%	nt	7%
Cc1cccc(-c2cc3c(N=O)c4ccccc4c-3n[nH]2)c1	?	nt	?
CCOC(=O)c1cnc2c(-c3ccccc3)cnn2c1N	-9%	6%	3%
CN(C)C(=O)CSc1nnc(-c2cccnc2)n1-c1ccccc1	0%	5%	-4%
O=C(NCC12CC3CC(C1)CC(CNC(=O)N1CCCC1)(C3)C2)N1CCCC1	-17%	9%	-20%
COc1ncc2nc(CCc3ccccc3)c(=O)n(CCC#N)c2n1	-2%	nt	-29%
NC(=O)/C(=C/c1ccco1)C(N)=S	0%	10µM*	5%
Cc1nnc(SCC(=O)N(C2CCCCC2)C2CCS(=O)(=O)C2)n1C (configuration not stated)	-20%	2%	5%
CN1C(=O)[C@@H]2[C@H](C1=O)[C@@H]1C(=O)Nc3ccccc3C(=O)N1[C@@H]2c1cccc(Br)c1	?	-1%	-7%
O=C(CCN1C(=O)C2C3CCC(C3)C2C1=O)Nc1ccc(Br)cc1 (configuration not stated)	0%	1%	-15%
CCn1c(-c2cc(-c3ccc(OC(C)C)cc3)nc3ccccc23)n[nH]c1=S	?	8%	?
Cc1cc(C)cc(N2C(N)=NC(N)=NC2c2ccccc2F)c1 (configuration not stated)	?	nt	0.65µM*
CC(=O)Nc1cccc(/C(C)=N/NC(=O)c2cccs2)c1	-26%	1%	-13%
COc1ccc(CN2CCN(C(=O)CCC(=O)c3ccc(C)s3)CC2)cc1OC	-29%	2%	?
CCN(Cc1ccccc1)S(=O)(=O)c1ccc(C(=O)Nc2nnc(-c3ccccc3OC)o2)cc1	12µM*	9%	8.2µM*
Cc1cc(NS(=O)(=O)c2cc(Cl)sc2Cl)no1	7%	nt	-18%
COc1ccc(Br)cc1CNC(=O)Cn1nc(C)n2cccc2c1=O	-21%	0%	?
NC(=O)C1CCN(c2csc3ccc(F)cc3c2=O)CC1	-9%	-4%	-11%
O=C(Nc1ccc2c(c1)OCO2)c1ccc(Cl)s1	-18%	6%	-15%
CC(C)[C@H](NS(=O)(=O)c1ccc(Cl)cc1)C(=O)OCC(=O)NCCN1C(=O)CSC1=O	-2%	1%	-15%
COc1cc(C(=O)Nc2ccc3c(c2)CCCN3C(=O)c2ccco2)c([N+](=O)[O-])cc1OC	-4%	nt	-25%
COC(=O)Cn1ccc2cc(S(=O)(=O)N3CCCCC3)ccc21	21µM*!	3%&5%	?
O=C1CC(=O)NC(SCC(=O)Nc2ccccc2[N+](=O)[O-])=N1	9%	nt	2%
COC1OC(c2ccccc2)=C(c2ccc(C(N)=O)cc2)c2ccc(F)cc21 (configuration not stated)	1%	nt	?
Cc1ccc(C(=O)Nc2ncc3c(n2)CC(c2ccco2)CC3=O)cc1 (configuration not stated)	-20%	2%	-23%
SMILES	DT40 TDP1 CPT	TDP1 inh	TDP1 cell noCPT
CCOc1c(Cl)cc(CNC(C)(C)CC(C)(C)C)cc1OC	?	9%	21µM*
COc1ccc(Cn2cc3c(-c4ccc(F)cc4)nnc-3c3cc(OC)c(OC)cc32)cc1	4.1µM*	7%	4.1µM*
COc1ccc(-c2cc3nc(C)c(CCC(=O)NC4CCCCC4)c(C)n3n2)c(OC)c1	?	-1%	?
O=C(Nc1c2c(nc3c1CCC3)CCCC2)c1ccccn1	-4%	nt	-26%
O=C(CSCc1ccc(Cl)cc1)Nc1ccc(Br)cc1C(=O)O	9%	nt	24%
O=C(CCc1nnc2n(Cc3ccc(F)cc3)c(=O)c3ccccc3n12)N1CCN(c2ccccn2)CC1	?	3%	21µM*
COC(=O)C1=C(C)N(Cc2ccc(OC)cc2)C(=O)C1	-24%	6%	-4%
CCCn1c(C)nc2c(c1=O)c1nc3ccccc3nc1n2-c1ccccc1	-18%	nt	-15%
COc1ccc(Cl)cc1C(=O)NCC(c1ccc(N(C)C)cc1)N1CCOCC1 (configuration not stated)	?	-9%	16µM*
CCOc1ccc(N(CC)C(=O)CCc2nc(-c3ccccc3F)no2)cc1	?	-4%[12.3 µM]	?
Cn1cc(C(=O)N/N=C/c2cccs2)c2ccccc21	6%	3%	8.2µM*
COc1ccccc1Cn1c(=S)[nH]c2cc(C(=O)NCC(OC)OC)ccc2c1=O	?	nt	-13%
CCn1nnc2cc(C(=O)N(CCOC)CC(=O)Nc3cccc(C)c3C)ccc21	-9%	0%[56.1 µM]	-9%
Cc1ccc(/C=C/C(=O)OCC(=O)NCCN2C(=O)CSC2=O)cc1	-4%	2%	-15%
CC1(c2ccccc2)NC(=O)N(CC(=O)Nc2ccc(Cl)c(S(=O)(=O)N3CCCCC3)c2)C1=O (configuration not stated)	?	2%	-16%
COc1ccc(CC2S/C(=N/N=C/c3ccc(O)cc3)NC2=O)cc1 (configuration not stated)	5%	0%	-18%
Fc1ccc(N=c2ssnc2Cl)c(F)c1	7.3µM*	-6%	9.2µM*
CC(=O)Nc1nonc1-c1nnc(SCc2ccc(C)cc2)n1C	?	1%	-25%
CCOP(=O)(OCC)C(Nc1ccc(OC)cc1)c1ccco1 (configuration not stated)	0%	2%	3%
Cc1nnsc1C(=O)N(Cc1ccccc1)C(C)C	2%	nt	1%
O=C(/C=C/c1cccs1)NNC(=O)c1cccc([N+](=O)[O-])c1	9%	0%	13%
O=C1C=C(c2ccc(Cl)c(C(F)(F)F)c2)C[C@@H](c2ccc(F)cc2)C1	?	-2%	?
Cc1ccccc1OCCCSc1nc2ccccc2[nH]1	?	3%	16µM*
Cc1ccc2[nH]c3c(c2c1)CCC3=O	-4%	-5%	-10%
Cc1ccc(CNC(=O)c2cc(-c3ccc(C)cc3)nc3n[nH]c(-c4ccc(F)cc4)c23)cc1	2%	5%	0%

Brought forward from above: three compounds, followed by the next part.
SMILES	DT40 TDP1 CPT	TDP1 inh	TDP1 cell noCPT
Cc1ccccc1OCCCSc1nc2ccccc2[nH]1	?	3%	16µM*
Cc1ccc2[nH]c3c(c2c1)CCC3=O	-4%	-5%	-10%
Cc1ccc(CNC(=O)c2cc(-c3ccc(C)cc3)nc3n[nH]c(-c4ccc(F)cc4)c23)cc1	2%	5%	0%
COc1ccc(C(=O)Nc2ccccc2C(=O)NCCCn2ccnc2)cc1	12%	6%	-19%
COc1ccc(OC)c(CNC(=O)c2ccc(C)c(NC(=O)C3=C(C)OCCS3)c2)c1	-17%	7%	13%
O=C(CC(C(=O)O)c1ccccc1)c1cccs1 (configuration not stated)	9%	-4%	-7%
COc1ccc(C(=O)Nc2c(Cl)cc(Cl)cc2C(=O)NCc2ccco2)cc1	?	2%[56.1 µM]	-9%
COc1ccc(S(=O)(=O)N2CCC(C(=O)NCCN3CCOCC3)CC2)cc1OC	0%	3%	-6%
O=C(Cc1ccccc1)Nc1nc(-c2cccc([N+](=O)[O-])c2)cs1	-19%	4%	?
CCCC(=O)NC(C)c1nc2ccccc2n1C(C)C (configuration not stated)	?	0%	?
Cc1ccc(NC(=O)CSc2nc3ccccc3c(=O)n2CCC(=O)NC2CCCCC2)cc1C	-14%	6%	-5%
Cc1ccccc1NC(=O)CSc1ncc2c(n1)-c1ccccc1N(C)S2(=O)=O	?	-5%	-26%
O=C1CC[C@@]23CCCN2C(=O)CCCC3C1 (some centres not stated)	31%[activator]	-2%[56.1 µM]	10%
Cc1cccc(C(=O)N[C@H](C(=O)OCC(=O)NC(=O)c2cccn2C)C(C)C)c1	-4%	5%	?
CCc1nc2c(OCc3ccc4c(c3)OCO4)cccn2c1N(C=O)Cc1ccc(OC)cc1	?	nt	?
Cc1ccc(/C=N/N=C2/NC(=O)C(CC(=O)Nc3ccccc3)S2)o1 (configuration not stated)	-23%	-5%	10%
COc1ccc(C)cc1NC(=O)CN1c2cccc3cccc(c23)S1(=O)=O	?	0%	?
CC[C@@]12C(=O)N(c3cccc(Br)c3)C(=O)N1[C@H](c1cccc(C)c1)[C@@H]1C(=O)N(Cc3ccccc3)C(=O)[C@@H]12	?	-4%	?
CC1CCN(C(=O)CSc2nc3c(cnn3-c3ccc(Cl)cc3)c(=O)[nH]2)CC1	?	0%	-11%
Cc1cccc(C(=O)NC(=S)Nc2cccc3nc(C)ccc23)c1	?	-16%	?
Cc1ccc(S(=O)(=O)NCCC(=O)NC(C)c2ccccc2)cc1 (configuration not stated)	3%	2%	4%
O=S(=O)(CC(O)COc1ccccc1Cl)c1ccccc1 (configuration not stated)	-5%	3%	-19%
COc1ccc(Oc2ncc3nc(-c4ccccc4)c(=O)n(C4CC4)c3n2)cc1	-1%	nt	?
COC(=O)c1c(C(=O)OC)c(-c2ccc(OC)cc2)n2c1CS(=O)C2 (configuration not stated)	0%	nt	12%
CCC(C)NC(=O)CSc1nc2ccccc2c(=O)n1CCCN1CCCCC1 (configuration not stated)	0%	nt	-17%
COc1cccc(CN2CC(C(=O)N(C)Cc3ccc(C)cc3)CCC2=O)c1 (configuration not stated)	-19%	0%	-8%
c1ccc(N=c2nc(-c3ccccc3)n(-c3ccccc3)s2)cc1	6.3µM*	nt	5.6µM*
CS/C(=C\[N+](=O)[O-])Nc1ccc(C)cc1	2%	7%	?

Next section (7 carried over from the part before).
SMILES	DT40 TDP1 CPT	TDP1 inh	TDP1 cell noCPT
O=S(=O)(CC(O)COc1ccccc1Cl)c1ccccc1 (configuration not stated)	-5%	3%	-19%
COc1ccc(Oc2ncc3nc(-c4ccccc4)c(=O)n(C4CC4)c3n2)cc1	-1%	nt	?
COC(=O)c1c(C(=O)OC)c(-c2ccc(OC)cc2)n2c1CS(=O)C2 (configuration not stated)	0%	nt	12%
CCC(C)NC(=O)CSc1nc2ccccc2c(=O)n1CCCN1CCCCC1 (configuration not stated)	0%	nt	-17%
COc1cccc(CN2CC(C(=O)N(C)Cc3ccc(C)cc3)CCC2=O)c1 (configuration not stated)	-19%	0%	-8%
c1ccc(N=c2nc(-c3ccccc3)n(-c3ccccc3)s2)cc1	6.3µM*	nt	5.6µM*
CS/C(=C\[N+](=O)[O-])Nc1ccc(C)cc1	2%	7%	?
O=C(C[C@@H]1C/C=C\CCC(=O)OC[C@@H]2CCCN2C1=O)N[C@H](CO)Cc1ccccc1	20%	-1%	2%
O=C(Nc1nnc(SCC(=O)N2CCCCC2)s1)C1CCCCC1	?	-9%	-7%
Cc1ccc2c(Cl)c(C(=O)NCc3cccnc3)sc2c1	-29%	-4%	-10%
COc1ccccc1NC(=O)N1CCC(C(=O)c2ccc(Cl)cc2)CC1	?	11%	?
COCCNC(=O)c1ccccc1-c1ccccc1C(=O)O	2%	2%	?
O=C(N/N=C/c1c(F)c(F)c(F)c(F)c1F)c1ccc(Cn2cc(Br)cn2)o1	16µM*	-4%	15µM*
C=CCNC(=S)NNC(=O)c1cc(O)ccc1O	-21%	-5%	-13%
COc1cc(OC)cc(C(=O)N2CCN(S(=O)(=O)c3ccc4c(c3)OCCO4)CC2)c1	-15%	nt	?
CC(C)=CC(O)C/C(C)=C/COc1ccc2ccc(=O)oc2c1 (configuration not stated)	7.3µM*	nt	9.2µM*
CCNC(=S)/N=C(/Nc1ccc(OC)cc1)Nc1nc(C)cc(C)n1	23µM*	-5%	21µM*
CCOC(=O)c1ccc(NC(=S)N2CCC(O)CC2)cc1	-3%	nt	-12%
CCC(=O)Nc1ccc2nc(SCCOc3ccc(C)cc3)sc2c1	?	5%	?
O=C(NC1=NCCS1)c1cccc2ccccc12	4%	3%	13%
S=c1[nH]nc(C2CC2)n1Cc1ccccc1	9%	0%	3%
CCCNC(=O)c1ccc(SC)cc1OC	-12%	4%	-11%
COCC(=O)N1CCC2(CC1)CCN(c1ccccn1)CC2	5%	nt	-14%
COc1cc(OC)c(NC(=O)c2sc3ncn(CC(=O)N4CCOCC4)c(=O)c3c2C)cc1Cl	1%	1%	14%
C(=C\c1ccc2ccccc2n1)/c1ccc2ccccc2n1	13µM*	nt	?
CCN(CC)CCn1c(-c2ccccc2)nc(=S)c2c1CC(C)(C)OC2	-4%	2%	-1%
Cc1cc(C)c(S(=O)(=O)NCCc2cc3c(C)ccc(C)c3[nH]c2=O)c(C)c1	7.3µM*	2%	3.7µM*
COCCOC(=O)C1=C(N)OC2=C(C(=O)CCC2)C1c1cccnc1 (configuration not stated)	0%	6%	1%
CNC(=S)N1CCC(c2nc3ccccc3s2)CC1	?	-8%	?
CC(C)(C)c1ccc(CN2CCN(C(c3ccccc3)c3ccc(Cl)cc3)CC2)cc1 (configuration not stated)	13µM*	nt	24µM*

Compound activity: PubChem, National Center for Advancing Translational Sciences (NCATS)
